GalR3 antagonist = GalR3 antagonists in HEK293 cells, primary screen, cell-based, fluorescence readout; HEK293 GalR3-CNG cAMP membrane potential fluorescence; galR3 body fused to GalR1 C-terminus; AID 651719, 2012; 360,000 tested, 0.44% active; inhibition, % at 3 µM;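 active = inhibition above the screen-wide average plus 3 SD, cut at about 13% in these data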;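 note: forskolin and galanin both at EC90 stimulate the cells; cAMP rise reported by CNG channel membrane potential dye signal; 0% = forskolin plus galanin with DMSO and 100% = forskolin alone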
IMP-1 inhibitor = IMP-1 metallo-beta-lactamase inhibitors, primary screen, biochemical, epi-absorbance readout, Pseudomonas aeruginosa enzyme; metallo-beta-lactamase IMP-1 (Pseudomonas aeruginosa); purified IMP-1, nitrocefin hydrolysis, epi-absorbance fluorescence; inhibition, % at 5.6 µM; 290,000 tested, 0.45% active; AID 1556, 2009;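 active = inhibition above the mean plus 3 SD of all compounds in the same screening run, cut at about 4.5% in these data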;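 note: 0% = IMP-1 with DMSO and 100% = DMSO wells lacking enzyme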
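System: Purified recombinant IMP-1 metallo-beta-lactamase enzyme | Measured by: Fluorescence quenching readout, ex 480/em 530 nm | Replication: Singlicate | Incubation: 15 min preincubation plus 25 min reaction at 25 °C | Evaluation: Percent inhibition from optical density relative to buffer-blank wells | Benchmarks: DMSO with and without IMP-1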
OXTR ag = human OXTR agonists, primary screen, fluorescence, CHO-OTR cells, Fluo-8 calcium; AID 2435, 2010; Fluo-8 calcium fluorescence; normalized: DMSO 0%, oxytocin 100%; 320,000 tested, 0.32% active; activation, % at 3 µM; Oxytocin receptor (Homo sapiens), P30559;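 active = activation above the mean of all tested compounds plus 3 SD, cutoff set per screening run, cut at about 20% in these data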;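 note: peak over basal fluorescence ratio from a 100 s FLIPR kinetic read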
Target sequence (P30559 whole entry, looked up): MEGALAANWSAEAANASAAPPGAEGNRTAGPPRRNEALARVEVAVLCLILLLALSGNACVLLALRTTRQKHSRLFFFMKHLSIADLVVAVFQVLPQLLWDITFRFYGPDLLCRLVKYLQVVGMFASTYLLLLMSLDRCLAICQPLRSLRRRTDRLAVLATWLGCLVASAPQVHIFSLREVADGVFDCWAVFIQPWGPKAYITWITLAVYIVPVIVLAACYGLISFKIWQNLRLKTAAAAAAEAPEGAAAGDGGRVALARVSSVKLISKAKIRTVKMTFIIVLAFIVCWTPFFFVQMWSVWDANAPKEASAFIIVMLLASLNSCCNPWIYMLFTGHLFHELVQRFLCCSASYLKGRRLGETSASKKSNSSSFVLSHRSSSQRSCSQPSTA
PHOSPHO1 inh = PubChem AID 1565; Phosphoethanolamine/phosphocholine phosphatase (Homo sapiens), Q8TCT1; recombinant PHOSPHO1, absorbance phosphatase assay; inhibition, % at 13.3 µM; 290,000 tested, 1.1% active; in the data active = inhibition above about 60%
Target sequence (Q8TCT1 whole entry, looked up): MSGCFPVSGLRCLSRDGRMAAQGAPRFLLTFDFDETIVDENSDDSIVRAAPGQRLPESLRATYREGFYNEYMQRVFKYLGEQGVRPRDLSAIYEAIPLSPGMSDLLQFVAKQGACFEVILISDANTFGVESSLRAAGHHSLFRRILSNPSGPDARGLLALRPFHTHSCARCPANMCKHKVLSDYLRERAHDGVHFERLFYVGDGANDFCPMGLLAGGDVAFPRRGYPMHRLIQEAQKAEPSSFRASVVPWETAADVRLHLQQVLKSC
V1aR counter = agonists of human V1a receptor, primary screen, counter-screen for OXTR agonist project, fluorescence, CHO-V1R cells; 320,000 tested, 0.25% active; activation, % at 3 µM; Fluo-8 calcium fluorescence, agonist mode; 0% DMSO, 100% 3 nM vasopressin;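 active = activation above the mean activation of all tested compounds plus 3 SD, per screening run, cut at about 20% in these data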;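 note: signal is peak over basal fluorescence ratio across a 100 second FLIPR read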
Target sequence (P37288 whole entry, looked up): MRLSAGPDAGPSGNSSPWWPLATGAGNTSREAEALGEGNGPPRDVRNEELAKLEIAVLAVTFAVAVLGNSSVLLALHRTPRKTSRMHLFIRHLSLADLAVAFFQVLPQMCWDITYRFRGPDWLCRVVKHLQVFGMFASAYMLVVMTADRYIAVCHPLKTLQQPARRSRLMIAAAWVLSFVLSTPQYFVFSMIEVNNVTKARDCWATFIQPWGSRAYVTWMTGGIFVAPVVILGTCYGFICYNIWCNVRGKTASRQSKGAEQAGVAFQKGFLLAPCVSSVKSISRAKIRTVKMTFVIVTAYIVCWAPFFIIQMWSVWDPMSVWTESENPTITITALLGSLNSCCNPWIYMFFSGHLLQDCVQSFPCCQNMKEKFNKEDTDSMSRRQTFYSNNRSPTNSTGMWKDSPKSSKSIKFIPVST
GPR7 antagonist = GPR7 receptor antagonists, primary screen, cell-based, fluorescence, single concentration; Neuropeptides B/W receptor type 1 (Homo sapiens), P48145; 290,000 tested, 1.1% active; inhibition, % at 4.4 µM; GPR7-expressing cells, fluorescence antagonist assay; in the data active = inhibition above about 16%, passing the limit was not always enough;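 note: cells stimulated with the agonist NPW; 0% = agonist with vehicle and 100% = vehicle without agonist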
HCV NS3 hel inh = inhibitors of HCV NS3 helicase, primary screen, biochemical, Cy5 molecular beacon fluorescence. 290,000 tested, 0.56% active. Hepatitis C virus NS3 helicase. AID 1800, 2009. inhibition, % at 10.9 µM. NS3 helicase DNA unwinding;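 active = inhibition above the mean of all tested compounds plus 3 SD, set per campaign, cut at about 35% in these data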;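 note: 0% = DMSO wells and 100% = thioflavine S control wells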
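Assay system: hepatitis C virus NS3 helicase domain fragment enzyme. Also added: annealed dual-labelled DNA beacon duplex, ATP-started. Timing: 1 h reaction at 25 °C, ATP-initiated. Technique: Cy5 fluorescence at 0 and 60 min, beacon hairpin quenching. Evaluation: % inhibition of unwinding. Replication: one well per compound.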
VIM-2 inh = VIM-2 metallo-beta-lactamase inhibitors, primary screen, biochemical, epi-absorbance readout, Pseudomonas aeruginosa enzyme; purified VIM-2, nitrocefin hydrolysis, epi-absorbance fluorescence; inhibition, % at 5.6 µM; 290,000 tested, 0.89% active;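 active = inhibition above the mean of all tested compounds plus 3 SD, cutoff set per screening run, cut at about 7.5% in these data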;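 note: red hydrolysis product quenches plate fluorescence so inhibitors raise well fluorescence; 0% = enzyme with DMSO and 100% = DMSO without enzyme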
DNA FID counter = compounds displacing fluorescent DNA intercalator, primary screen, artefact control for HCV NS3 helicase inhibitor project, biochemical, FID fluorescence; DNA fluorescent intercalator displacement; inhibition, % at 7.9 µM; 290,000 tested, 0.17% active; in the data active = inhibition above about 37%;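 note: 0% = vehicle and 100% = reference compound; higher means more ethidium bromide displaced from hairpin DNA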
An asterisk follows results filed as active; . = no result given. Rows are unselected; about 4.3% have a hit in one of these screens.

SMILES	GalR3 antagonist	IMP-1 inhibitor	OXTR ag	PHOSPHO1 inh	V1aR counter	GPR7 antagonist	HCV NS3 hel inh	VIM-2 inh	DNA FID counter
CCc1nc(Nc2ccccc2)c2oc3ccccc3c2n1	-3	-1.7	-2.3	43	-1.5	-19	-13	1.1	-13
CCN(CC)CCCNC(=O)CNC(=S)N(CCCN1CCOCC1)Cc1cccs1	1	-2.5	1.1	48	3.5	2	-6	-0.3	8
CN(Cc1ccccc1)Cc1nc2c([nH]1)c(=O)[nH]c(=O)n2C	-2	-1.1	1.4	0	-0.2	-11	-2	-5.2	-3
CNCC(O)Cn1c(C(F)(F)F)nc2ccccc21 (stereo unspecified)	-5	-1.8	2.7	2	1.3	31*	3	-0.6	1
COc1cc2c(cc1OC)-c1cc(NC3CC3)nc(=O)n1CC2	2	0.9	-0.1	-3	-0.4	-10	-2	1.9	-17
Nc1ncnc(Nc2cc(Cl)cc(Cl)c2)c1[N+](=O)[O-]	-3	-2.1	-0.3	3	0.6	-5	-7	-0.1	2
Cc1ccc(C(=O)Cn2ncsc2=N)cc1	-5	25*	-1.2	-59	-0.8	-4	-1	-2.0	-1
CCOC(=O)c1c(C)[nH]c(C)c1S(=O)(=O)N1CCOCC1	-8	-4.2	0.2	-13	0.8	-6	13	-1.3	-10
CNc1nc(C)c(C#N)cc1C(C)=O	-1	-3.1	1.7	4	0.0	24	2	-1.2	0
CC(OC(=O)c1ccc(O)cc1)C(=O)Nc1cc(C(F)(F)F)ccc1Cl (stereo unspecified)	-1	-2.2	2.0	16	-0.1	-19	-2	-2.2	-11
CC(=O)c1cccc(N(CC(=O)NCCc2ccccc2)C(=O)c2csnn2)c1	-6	-2.2	0.1	3	0.3	-2	-2	-1.9	-12
CN(Cc1nc(-c2ccccn2)no1)S(=O)(=O)c1ccc(Cl)cc1	0	-1.4	0.8	17	0.6	-10	6	-4.5	-10
Cc1nnc(NCc2ccccc2)c2ccccc12	-9	-2.8	-0.1	41	0.8	-1	-3	-1.9	4
CC(=O)N(c1cccc(C)c1)C1SC(=O)N(c2ccccc2)C1=O (stereo unspecified)	2	12*	-1.0	-1	0.5	-5	0	8.3*	-12
CC(=O)c1cc(C(=O)Nc2ccc(C(=O)O)cc2)oc1C	-7	-2.1	1.6	15	1.3	0	-1	1.3	-6
Cc1ccc(S(=O)(=O)N2CCN(c3ccccn3)CC2)cc1	6	-2.2	-2.1	20	-0.5	-9	-7	-4.1	-6
CCN1CC(CN(C)Cc2nc(-c3ccc(C(F)(F)F)cc3)no2)CC1=O (stereo unspecified)	-4	-2.5	9.3	1	5.9	-9	2	-5.4	-24
O=C(Nc1cccc(S(=O)(=O)N2CCOCC2)c1)c1c2c(nc3ccccc13)CCC2	-9	-2.9	-1.2	11	0.6	-6	10	0.9	-21
COc1ccc(NS(=O)(=O)c2cccc(C(=O)N/N=C/c3cccs3)c2)cc1	-4	-3.3	2.9	-5	8.5	-10	-3	-1.0	-6
O=C(CSCc1ccc([N+](=O)[O-])cc1)NC1CCCCCC1	-2	-1.6	-1.2	38	-0.2	16	1	-1.9	-8
COc1ccc(CNC(=O)[C@H](CCSC)NC(=O)N2CCn3c2nc2ccccc23)cc1	1	-1.6	-1.3	27	4.1	2	-28	-2.6	-45
CC(=O)c1cccc(NC(=O)Cn2c(=O)oc3cc(S(=O)(=O)N4CCCC4)ccc32)c1	6	-2.6	0.1	27	0.6	-2	5	0.6	-16
COc1ccc(NC(=O)Cn2nc(Cc3cccnc3)c3ccccc3c2=O)cc1OC	.	-1.7	-0.5	2	0.1	-3	1	-3.5	-14
COc1cc(OC)cc(-n2nnnc2SCC(=O)Nc2ccc(C(C)=O)cc2)c1	-2	-3.9	1.5	-7	-0.6	3	5	-0.3	-5
COc1ccccc1Nc1nc(-c2c(C)[nH]c3ccccc23)cs1	2	-2.2	0.1	8	0.5	-3	-5	-3.2	4
(next part)
SMILES	GalR3 antagonist	IMP-1 inhibitor	OXTR ag	PHOSPHO1 inh	V1aR counter	GPR7 antagonist	HCV NS3 hel inh	VIM-2 inh	DNA FID counter
CCOC(=O)C1=C(C)N(CC)C(=S)NC1c1ccc(Cl)cc1 (stereo unspecified)	1	-2.7	-2.3	4	-0.5	-3	-14	-2.4	-13
NC(=O)CC(NC(=O)Cc1ccc(Br)cc1)c1ccc(NC2CCCC2)c([N+](=O)[O-])c1 (stereo unspecified)	-3	.	-0.2	25	-0.2	.	.	.	.
COc1ccc(NC(=O)c2cccc(S(=O)(=O)N3CCOCC3)c2)cc1	-10	0.3	0.1	19	0.5	-4	-4	2.0	-10
Cc1cc(C)c2cc(CN(Cc3ccco3)C(=S)NCC3CCCO3)c(=O)[nH]c2c1 (stereo unspecified)	-4	0.0	-1.9	12	-0.9	8	-1	0.7	-4
COC(=O)c1ccc(N2CCN(C)CC2)c(NC(=O)c2ccc(Br)o2)c1	-4	-2.1	-0.1	46	-0.7	-10	6	0.8	1
CCCC[n+]1c(-c2ccc(Cl)cc2Cl)csc1Nc1ccccc1	-3	-0.8	-2.1	-7	0.7	-1	-4	-3.6	4
Nn1c(SCc2ccccc2)nnc1-c1ccco1	-1	-1.7	0.7	1	-0.1	1	6	-0.9	-2
Cc1cc(C)n2nc(C(=O)OCC(=O)Nc3ccc4c(c3)OC(F)(F)O4)nc2n1	4	-3.6	0.4	-6	0.4	-2	0	-5.1	2
C/C(CC(=O)Nc1ccc(C)c(Cl)c1)=N\NC(=O)c1ccccn1	-2	-1.5	-0.1	4	0.0	11	3	-0.9	-22
COc1ccc2[nH]c(=O)c(CNc3ccc(C)cc3C)cc2c1	14*	-3.2	-0.1	24	-0.1	-15	13	-1.4	1
COc1ccc(C(=O)NC(=S)NCc2cccnc2)cc1[N+](=O)[O-]	-4	-3.6	-2.0	-8	-0.1	-3	4	-4.3	-2
CCCc1c(C(=O)OCC)sc(N)c1C#N	-3	-1.1	-1.2	35	0.2	-15	-22	2.4	-1
O=C(Nc1ccc(F)cc1)C1CCCN1S(=O)(=O)c1cccc2nsnc12 (stereo unspecified)	0	-1.6	-0.7	42	-1.2	0	-1	-3.1	3
Fc1ccc(-c2ccc(-c3nn4c(-c5ccco5)nnc4s3)o2)cc1	-2	-2.9	-2.8	-1	-1.1	29*	41*	-1.7	-10
CCOC(=O)c1c(NC(C)=O)sc2c(O)c(CN3CCN(CC)CC3)ccc12	-4	-1.5	0.8	26	-0.9	-6	-33	6.8	24
O=C(Nc1ccccc1F)c1ccc(C(=O)c2ccccc2)cc1	-7	-2.6	-0.4	41	0.7	0	-1	-3.6	-25
CCC(C)(C(=O)NC1CCCC1)N(Cc1cccs1)C(=O)c1ccccn1 (stereo unspecified)	0	-4.3	0.3	0	-0.2	-1	-1	-2.7	-19
Cc1ccc(NC(=O)CCNS(=O)(=O)c2cccc3nonc23)cc1	-2	-2.1	-1.2	-6	0.4	-9	7	0.0	2
CCOc1ccc(N2CC(O)=C(c3nc4ccccc4c(=O)[nH]3)C2=N)cc1	-3	-3.3	1.0	6	0.5	-10	-3	-0.7	-3
COc1cccc(C(=O)N(c2ccc(C)cc2)C2C=CS(=O)(=O)C2)c1 (stereo unspecified)	-7	-2.7	-1.1	2	-0.5	-14	-3	-5.8	-17
Cc1ccc(NC(=O)/C=C/c2cccs2)c([N+](=O)[O-])c1	-4	-0.4	-2.6	17	-0.4	8	-8	1.8	4
COc1ccc(CC(=O)NNC(=O)[C@@H]2CCCC[C@@H]2C(=O)O)cc1	-2	-2.9	0.1	52	0.5	-11	5	-1.3	-8
COc1ccc(C(C)=O)cc1CSc1nc2ccccc2o1	1	-1.6	-2.4	-11	-0.1	14	-7	1.0	-9
CCN1CCN(c2nc(N(C)c3ccccc3)nc(N)c2[N+](=O)[O-])CC1	-5	-2.4	0.2	3	1.0	-17	7	-2.3	-1
CC(C)c1ccc(NC(=O)N2CCCC2C(=O)Nc2ccc(-n3cnnn3)cc2)cc1 (stereo unspecified)	-6	1.4	-0.7	54	0.2	15	-3	1.8	-5
The list continues.
SMILES	GalR3 antagonist	IMP-1 inhibitor	OXTR ag	PHOSPHO1 inh	V1aR counter	GPR7 antagonist	HCV NS3 hel inh	VIM-2 inh	DNA FID counter
OC1(c2ccc(OC(F)F)cc2)CSC(=Nc2cccnc2)N1C1CC1 (stereo unspecified)	98*	0.6	17	-16	9.1	52*	5	0.2	-24
Cc1noc(-c2ccc(Cl)cc2)c1C(=O)O/N=C(\N)c1ccc(C(C)(C)C)cc1	-2	-4.0	-0.7	42	0.3	-12	4	-3.8	-3
COc1ccc(Cl)cc1C(=O)O/N=C(\N)c1ccncc1	-1	-1.7	-1.1	28	-0.7	-6	13	-1.7	-10
Cc1ccc(O)c(/C=N/NC(=O)Cc2ccc(Cl)cc2)c1	-5	-3.0	0.8	24	3.9	-9	-2	-4.4	-8
CN(C[C@H](Cc1ccccc1)N(C[C@H](c1ccccc1)N(CCc1ccccc1)N=O)N=O)N=O	-5	0.6	0.6	-24	0.8	0	-11	0.3	-10
COc1cc(/C=C/C(=O)OCC(=O)Nc2ccccc2Cl)cc(OC)c1OC	-3	-1.6	-1.5	36	-0.5	-9	-3	-1.0	-8
COCCCN1C(=O)c2ccc(C(=O)NCCc3ccccc3)cc2C1=O	-10	-1.2	-0.8	-3	1.3	-9	-5	-1.8	-20
CC(Oc1ccc(Cl)cc1Cl)c1nc(-c2ccc(NC(=O)c3ccccn3)cc2)no1 (stereo unspecified)	-2	-2.4	0.6	5	-0.1	-22	-2	-2.3	0
CCCn1nnnc1NC(=O)CSc1ccc(Cl)cc1	-2	-4.5	1.3	-7	1.5	-7	6	-1.7	-6
CCCCNC(=O)CCn1nc(-c2ccc(Cl)cc2)c2ccccc2c1=O	1	-1.9	-3.1	-6	-1.1	-8	5	-1.7	-31
Cc1cc(C)c2ccc(/C=N/O)nc2c1O	-6	-4.4	-0.3	8	-0.5	-5	-24	-2.5	-5
CSc1ccc(/C=N/N2CCN(c3ccccc3)CC2)cc1	-2	-2.7	0.9	34	1.1	-9	18	-0.9	-1
CC(=O)Nc1ccc(S(=O)(=O)N2CCC(C(N)=O)(N3CCCCC3)CC2)cc1	-8	-1.5	1.1	2	0.6	6	11	-1.0	-2

An excerpt from above in order of the PHOSPHO1 inh value, highest first.
canonical_smiles	PHOSPHO1 inh
CSc1ccc(/C=N/N2CCN(c3ccccc3)CC2)cc1	34
Cc1ccc(O)c(/C=N/NC(=O)Cc2ccc(Cl)cc2)c1	24
CN(C[C@H](Cc1ccccc1)N(C[C@H](c1ccccc1)N(CCc1ccccc1)N=O)N=O)N=O	-24
